# Screens as filed in PubChem BioAssay.
# RORgamma inh – blocks mouse ROR gamma transcriptional activity | Drosophila S2 Gal4-RORgamma UAS-luciferase reporter, 20 h | P51450 | AID 2551 | Potency, µM (doses to about 53.6 µM), for the others: at the top dose activity change, negative = inhibition, usual class: inhibitors | actives 5.4% (n = 310,000); also: potency is read from the fitted curve at half-maximal effect; % is scaled to controls: 0 for no effect and ±100 for the full control effect; nearly all actives have a fitted effect of over 60% in size
# Target sequence (P51450 whole entry, looked up, the tested form may be a part): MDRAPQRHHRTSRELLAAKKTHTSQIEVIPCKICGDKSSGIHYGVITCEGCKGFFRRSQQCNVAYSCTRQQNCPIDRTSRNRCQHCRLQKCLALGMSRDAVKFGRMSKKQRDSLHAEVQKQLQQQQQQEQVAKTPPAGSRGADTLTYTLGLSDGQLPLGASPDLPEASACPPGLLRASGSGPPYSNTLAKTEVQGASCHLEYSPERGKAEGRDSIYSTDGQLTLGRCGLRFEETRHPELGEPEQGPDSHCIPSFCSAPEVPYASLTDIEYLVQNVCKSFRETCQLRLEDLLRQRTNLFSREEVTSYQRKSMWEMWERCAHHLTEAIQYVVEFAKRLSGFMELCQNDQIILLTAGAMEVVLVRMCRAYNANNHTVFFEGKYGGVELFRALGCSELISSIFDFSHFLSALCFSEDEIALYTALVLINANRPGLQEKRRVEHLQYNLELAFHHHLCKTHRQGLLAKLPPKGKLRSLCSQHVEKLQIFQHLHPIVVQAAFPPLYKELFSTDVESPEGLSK
#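 Stable Schneider cell line, Gal4 DNA-binding domain fused to ROR gamma, UAS-luciferase. Cmpd 1 hr RT → CuSO4 700 uM final → 20 hr RT → luciferase reagent 10 min → luminescence.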
# Gal4-VP16 FLuc – Gal4-VP16 reporter inhibition counter-screen | Potency, µM (top dose mostly 53.6 µM), without a hit: top-dose activity, negative = inhibition, most hits filed as inhibitors | actives 3.5% (n = 310,000) | Drosophila S2 Gal4-VP16 UAS-luciferase, luminescence, 20 h;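 also: Gal4-VP16 expression switched on by copper sulfate through the metallothionein promoter; potency is read from the fitted curve at half-maximal effect; % is scaled to controls: 0 for no effect and ±100 for the full control effect; nearly all actives have a fitted effect of over 50% in size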
# MBNL1 CUG block – blocks human MBNL1 binding to CUG repeat RNA; Q9NR56; TR-FRET MBNL1-His/biotin-(CUG)12 binding, 665/545 ratio; Potency, µM (titrated, usually from 57.5 µM), inactives show at the top dose activity change, negative = inhibition, hits mostly inhibitors; AID 2675; actives 0.036% (n = 280,000); active = well fitted inhibition curve with a large enough effect in the signal ratio, with a control signal flat, not every such curve was filed as active; inconclusive = small, poorly fitted or top-dose-only effect, or effect the other way, or a change in a side signal; inactive = no such curve, though single readings can be large or run the other way; the % refers to the signal ratio; also: potency is read from the fitted curve at half-maximal effect; % is scaled to controls: 0 for no effect and ±100 for the full control effect
#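 Ratiometric TR-FRET (665 over 545 nm, excitation 340 nm) tracks disruption of MBNL1-His/biotin-(CUG)12 complex after 60 min at room temperature, with compounds at 92 nM to 58 uM final.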
# Rab9 prom act – activates the Rab9 promoter; Potency, µM (titrated, usually from 9.22 µM), inactives show at the top dose activation, negative = inhibition, usual class: activators; actives 2.8% (n = 320,000); Huh7 Rab9 promoter-luciferase reporter, luminescence, 24 h; AID 485297; also: potency is read from the fitted curve at half-maximal effect; % of control where 0% means no effect; nearly all actives have a fitted effect of over 60% in size
#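 Luminescence from Amplite-detected luciferase (10 minutes, ambient) reports Rab9 promoter activation. Before that, stable Rab9-luciferase Huh7 cells (1500/well, reduced-serum OP-MEM I plus 10% FBS) were exposed to compound for 24 hours at 37C.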
# Mito fusion yeast – inhibitors of mitochondrial division or activators of mitochondrial fusion | S. cerevisiae fusion-defective mutant growth rescue, CellTiterGlo 48 h | Potency, µM (series often up to 46.1 µM), without a hit: top-dose growth rescue (activation), usual class: activators | actives 0.23% (n = 320,000) | AID 485298;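 also: potency is read from the fitted curve at half-maximal effect; % of control where 0% means no effect; nearly all actives have a fitted effect of over 45% in size; temperature-sensitive fusion mutants such as fzo1-1 at 37 °C on non-fermentable ethanol glycerol medium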
#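 Luminescent cell viability in 1536-well qHTS format served as the measure of rescued growth in ts fusion-mutant S. cerevisiae cultured on non-fermentable YPEG for 48 hours at 37C.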
# NPC1 prom act – activates the NPC1 promoter | actives 2.4% (n = 320,000) | Huh7 NPC1 promoter luciferase reporter, 24 h | Potency, µM (doses to about 9.22 µM), inactives show at the highest dose activation, most hits filed as activators;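 also: potency is read from the fitted curve at half-maximal effect; % of control where 0% means no effect; nearly all actives have a fitted effect of over 60% in size; reporter is driven by a mutant NPC1 promoter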
#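 NPC1 promoter–luciferase Huh7 cells; 24 h compound; luminescence.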
# Menin-MLL TR inh – displaces Texas Red mutant MLL peptide from human menin. O00255. Menin + Texas Red MLL mutant peptide, fluorescence polarization. Potency, µM (titrated, usually from 61.6 µM), for inactives: at the highest dose FP activity change, negative = inhibition, hits mostly inhibitors. actives 0.23% (n = 270,000). AID 1768; active = well fitted inhibition curve with a large enough effect in the polarisation, with a control signal flat, not every such curve was filed as active; inconclusive = small, poorly fitted or top-dose-only effect, or effect the other way, or a change in a side signal; inactive = no such curve, though single readings can be large or run the other way; the % refers to the polarisation; also: potency is read from the fitted curve at half-maximal effect; % of control where 0% means no effect; many of its hits are not listed in these tables
# FLuc counter – firefly luciferase modulation, counter-screen for miR-21 project; Potency, µM (top dose mostly 57.5 µM), for the others: at the highest dose activity change, negative = inhibition, hits mostly inhibitors; actives 6.9% (n = 360,000); purified FLuc, Km substrates, luminescence inhibition; P08659;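 also: potency is read from the fitted curve at half-maximal effect; plate controls were vehicle for no effect and reference inhibitor for full effect; nearly all actives have a fitted effect of over 55% in size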
# Target sequence (P08659 whole entry, looked up): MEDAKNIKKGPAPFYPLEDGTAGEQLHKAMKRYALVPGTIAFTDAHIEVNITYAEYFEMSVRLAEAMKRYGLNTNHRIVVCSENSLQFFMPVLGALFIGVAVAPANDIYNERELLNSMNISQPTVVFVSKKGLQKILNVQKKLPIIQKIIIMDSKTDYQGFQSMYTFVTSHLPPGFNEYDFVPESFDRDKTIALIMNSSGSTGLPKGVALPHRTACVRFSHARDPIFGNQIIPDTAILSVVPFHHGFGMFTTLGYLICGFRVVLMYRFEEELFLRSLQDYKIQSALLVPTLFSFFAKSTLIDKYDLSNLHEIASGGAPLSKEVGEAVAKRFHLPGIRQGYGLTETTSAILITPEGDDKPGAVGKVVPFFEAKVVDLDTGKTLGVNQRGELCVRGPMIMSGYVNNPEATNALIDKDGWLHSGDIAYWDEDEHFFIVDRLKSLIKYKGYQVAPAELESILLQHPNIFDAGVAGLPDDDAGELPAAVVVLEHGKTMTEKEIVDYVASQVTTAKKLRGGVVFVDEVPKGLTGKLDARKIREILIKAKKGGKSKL
#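 Biochemical qHTS of compounds, final roughly 60 µM downward over six points, against 10 nM purified firefly luciferase using Km concentrations of substrates (10 uM D-luciferin, 10 uM ATP) in Tris acetate pH 7.5 buffer; luminescence output.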
# ELG1 repair inh – blocks ELG1-dependent DNA repair in HEK293T cells; AID 504467; HEK293T ELG1-luciferase reporter, luminescence, 16 h; DNA damage induced by 5-fluorouridine; Potency, µM (top dose mostly 46.1 µM), for the others: top-dose activity change, negative = inhibition, most hits filed as inhibitors; actives 2.3% (n = 330,000); also: potency is read from the fitted curve at half-maximal effect; % is scaled to controls: 0 for no effect and ±100 for the full control effect; nearly all actives have a fitted effect of over 55% in size
#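 Quantitative HTS, concentration-response format. 2,000 cells/well co-treated with 5-fluorouridine and compound, 16 hr in 5% CO2 at 37 °C; ONE-Glo luminescence read after 30 min.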
# PKM2 act – activators of human pyruvate kinase M2; purified PKM2, Kinase-Glo ATP luminescence, activation; response scale: 0% is enzyme alone, no compound; Potency, µM (highest dose often 57.5 µM), inactives show top-dose activation, most hits filed as activators; actives 0.34% (n = 260,000); AID 1631; also: potency is read from the fitted curve at half-maximal effect; % is scaled to controls: 0 for no effect and ±100 for the full control effect; nearly all actives have a fitted effect of over 55% in size
#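 Kinase-Glo luminescence reports ATP generated from ADP (0.1 mM) and PEP (0.5 mM) by purified hPK-M2 after 1 h at room temperature, pH 7.2 imidazole buffer; intermediate enzyme activity allows detecting inhibitors and activators.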
# KCNH2 3.1 inh – inhibitors of human KCNH2 3.1 potassium channel isoform; U2OS KCNH2 3.1, thallium flux FluxOr; active compounds read low; activity change, % (tested at about 1.8 µM); actives 0.95% (n = 340,000); AID 720553;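 active = maximum activity change below -70%; inconclusive = maximum activity change from -70% to -50%; inactive = maximum activity change above -50%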;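 also: thallium influx rate constant from kinetic fluorescence after stimulation buffer; % is scaled to controls: 0 for no effect and ±100 for the full control effect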
#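 FluxOr-based Tl+ influx in U2OS cells transduced with KCNH2 3.1 virus; rate constants normalized to DMSO controls.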
# Active calls of the source: *; ? = inconclusive; . = not tested or not shown; & = joins results of further samples; [ ] = dose if it differs, or a comment. Unless noted, calls follow the shape of the dose curve; as a rule, active = well fitted curve in the direction sought with a large enough effect; inconclusive = small, poorly fitted or top-dose-only effect, or another doubt; inactive = no such curve, though single readings can be large; an effect the other way counts as inactive or inconclusive. Some of the compounds tested (hit frequency here may not be typical).
SMILES	RORgamma inh	Gal4-VP16 FLuc	MBNL1 CUG block	Rab9 prom act	Mito fusion yeast	NPC1 prom act	Menin-MLL TR inh	FLuc counter	ELG1 repair inh	PKM2 act	KCNH2 3.1 inh
COc1ccc(C2(CNC(=O)Cc3ccccc3)CCCC2)cc1OC	17%	15%	-8%	0%	4%	-6%	-9%	3%	-12%	0%	-39
COc1ccccc1/C=N/NC(=O)c1ccc(Br)cc1	13µM*	-9%	3%	1%	3%	-3%	5%	13µM*	?	4%	.
CN(C)C(=S)Nc1ccc2c(c1)OCO2	-4%	-2%	0%	-3%	7%	0%	3%	?	8%	-21%	8
CS(=O)(=O)NCCSCc1c(F)cccc1Cl	?	.	-3%	-2%	4%	1%	8%	1%	0%	4%	28
Cc1nc(C)n(CC(=O)c2ccc(Cl)cc2Cl)n1	-17%	-6%	-5%	-5%	-5%	-5%	.	6%	10%	-6%	8
Cc1cccc(N2CCN(S(=O)(=O)c3ccc4[nH]c(=O)c(=O)[nH]c4c3)CC2C)c1 (centres undefined)	-31%	-7%	-13%	-2%	-1%	-2%	15%	6%	2%	5%	.
O=C(CN1C(=O)C2CC=CCC2C1=O)Nc1ccc(S(=O)(=O)Nc2ncccn2)cc1 (centres undefined)	-5%	2%	4%	0%	-3%	0%	.	-1%	10%	-6%	1
CCCc1nnc(SCC(=O)Nc2ccc3c(c2)OCCO3)n1CCOC	-20%	-17%	3%	0%	-8%	-3%	-6%	-4%	?	.	11
CCOC(=O)N1CCN(c2nnc(-c3ccc(C)cc3)c3ccccc23)CC1	-4%	-20%	-3%	-2%	7%	-1%	?	-1%	?	.	-5
N/C(=N\OC(=O)c1cc(-c2ccccc2)nc2ccccc12)c1ccccn1	1%	-7%	?	14%	-35%[inhibitor]	10%	15%	9.5µM*	18µM*	-18%	0
Cc1[nH]c2ccc(F)cc2c1CCN(Cc1ccncc1)C(=S)Nc1ccc(F)cc1	?	-6%	-7%	-4%	2%	2%	15%	2%	?	0%	-3
CC(=O)N1CCCc2cc(S(=O)(=O)N3CCCC(C(=O)Nc4ccc(C)cc4C)C3)ccc21 (centres undefined)	-16%	-6%	-5%	-8%	-5%	3%	.	0%&-2%	?	.	-4
Cc1ccc(OCC(O)CN2CCN(CC(O)COC(C)C)CC2)c(C(C)(C)C)c1 (centres undefined)	10%	4%	3%	0%	-7%	-2%	-2%	0%	-3%	-1%	-11
CCCc1[nH]n(-c2ccc(F)cc2)c(=O)c1C=Nc1ccc(C)cc1	-2%	-22%	-10%	1%	-3%	-1%	8%	-5%	6%	8%	.
Cc1ccccc1CC(=O)Nc1cccc(S(=O)(=O)N2CCCC2)c1	.	.	.	1%	-4%	-3%	.	4%	-19%	.	-9
Cc1ccc(C(=O)N/C(=C\c2ccc(-c3ccc(Br)cc3)o2)C(=O)NC2CCS(=O)(=O)C2)cc1 (centres undefined)	-39%	?	?	-5%	-1%	1%	-4%	-14%	4%	3%	-11
CCC1=Nc2cc(C(=O)NCc3ccco3)ccc2Sc2ccc(Cl)cc21	-6%[10 µM]	5%	.	-27%	?	-16%	-14%	1%	-17%	18%	14
O=C(CCC1CCCCC1)NCc1cccs1	?	-2%	-2%	-3%	-4%	-1%	1%	?	2%	5%	-8
CCN(Cc1ccccc1)C(=O)COc1cc(=O)n(CC)c2ccccc12	8%	-7%	-4%	2%	3%	1%	-12%	5%	15%	4%	-10
O=C(c1cc(Cl)ccc1OCc1ccccc1)N1CCOCC1	4%	23%	-7%	19%	0%	17%	6%	-12%	18%	5%	-5
O=C(O)c1cc(/C=C/c2ccc(N3CCOCC3)cc2)nc2ccccc12	6.3µM*	5µM*	?	?	8%	?	?	0.48µM*	?	-42%	-10
NC(=O)c1cc2ccc(O)cc2oc1=NCc1ccccc1	-7%	-16%	?	11%	22%	11%	-3%	-3%	9.2µM*	-8%	10
CC12CCC(C(=O)NCCCn3ccnc3)(OC1=O)C2(C)C (centres undefined)	-9%[0.365 µM]	.	-5%	-5%	0%	-6%	-25%	4%	1%	1%	4
NC(N)=Nc1nc2ccc(Br)cc2c(=O)[nH]1	6%	-5%	14%	17%	4%	2%	-13%	-6%	28%	-1%	-9
COc1ccc(CCNC(=O)c2cc3ccccn3n2)c(OC)c1OC	11%	15%	1%	4%	-1%	-5%	-3%[11.7 µM]	1%	0%	3%	27

# Part of the list above in order of heavy-atom count, low to high.
SMILES	RORgamma inh	Gal4-VP16 FLuc	MBNL1 CUG block	Rab9 prom act	Mito fusion yeast	NPC1 prom act	Menin-MLL TR inh	FLuc counter	ELG1 repair inh	PKM2 act	KCNH2 3.1 inh
Cc1nc(C)n(CC(=O)c2ccc(Cl)cc2Cl)n1	-17%	-6%	-5%	-5%	-5%	-5%	.	6%	10%	-6%	8
COc1ccccc1/C=N/NC(=O)c1ccc(Br)cc1	13µM*	-9%	3%	1%	3%	-3%	5%	13µM*	?	4%	.
CCCc1[nH]n(-c2ccc(F)cc2)c(=O)c1C=Nc1ccc(C)cc1	-2%	-22%	-10%	1%	-3%	-1%	8%	-5%	6%	8%	.

# Next part
SMILES	RORgamma inh	Gal4-VP16 FLuc	MBNL1 CUG block	Rab9 prom act	Mito fusion yeast	NPC1 prom act	Menin-MLL TR inh	FLuc counter	ELG1 repair inh	PKM2 act	KCNH2 3.1 inh
OC1(c2cccs2)CN(c2ccc(Br)cc2)C2=[N+]1CCCS2 (centres undefined)	24%	0%	-11%	-4%	4%	1%	.	-2%	?	3%	-7
COCCNc1ncnc2c1cnn2-c1ccc(Cl)cc1	14%	-14%	1%	1.8µM*	5%	1.8µM*	-3%	7.6µM*	.	1%	6
COC(=O)C1CCN(S(C)(=O)=O)CC1	?	-1%	-1%	1%	-1%	-2%	4%	6%	-4%	-2%	9
O=S(=O)(NCC1CN(S(=O)(=O)c2c(F)cccc2F)C1)c1ccc2c(c1)OCCO2	.	.	.	-17%	-7%	-15%	.	0%	1%	.	.
COc1ccc(C)cc1S(=O)(=O)N1CCC(C(=O)NCCC2=CCCCC2)CC1	-9%	-4%	2%	-2%	0%	-3%	-8%	0%	11%	-1%	0
COc1ccccc1C(=O)NNC(=S)NC(=O)c1cc(OC)c(OC)c(OC)c1	?	18%	4%	-16%	-1%	-11%	0%	4%	-13%	2%	12
O=C1C=C(c2ccc3[nH]ccc3c2)C[C@@H](c2ccc(Cl)cc2)C1	.	.	.	-7%	?	-2%	.	-13%	?	.	-10
Cc1cccc(C)c1NCc1n[nH]c(=S)n1-c1ccccc1	2µM*	?	-6%	1%	4%	-5%	-15%	-3%	-4%	-7%	-3
Cc1ccc(Nc2ncnc3c2oc2ccccc23)cc1	-4%	-5%	7%	2µM*	2%	2.5µM*	22%	3.4µM*	?	1%	-1
COc1cc(OC)cc(C(=O)NCCSCc2ccco2)c1	-24%[0.365 µM]	.	-3%	0%	-2%	0%	-10%	2%	-4%	-2%	.
Cc1cc(C#N)c(C)c(SCc2[nH]nc3c2C(c2ccccc2)C(C#N)=C(N)O3)n1 (centres undefined)	33%	?	?	-1%	-1%	0%	?	-4%	?	-12%	-9
CC1CCN(C(=S)c2ccc3c(c2)OCO3)CC1	-6%	0%	-5%	-4%	7%	14%	1%	-1%	1%	-2%	3
CC(=O)N[C@@H](CC(=O)N[C@H](CCC(=O)O)C(=O)O)C(=O)O	.	.	.	2%	1%	0%	.	-2%	17%	.	2
O=C(COC(=O)CSc1nnc(-c2ccc(Cl)cc2)o1)NCc1ccc2c(c1)OCO2	-35%	-11%	17%	-2%	3%	-1%	-4%	?	5%	-1%	.
CCOc1ccc2nc(N3CCCN(C(=O)Nc4ccccc4C)CC3)c(C#N)cc2c1	-2%	4%	?	8%	?	-2%	-17%	?	?	-2%	-24
